HTRA1 inh – inhibitors of human serine peptidase HTRA1. Q92743. recombinant HTRA1, FP-rhodamine activity-based probe, fluorescence polarization. inhibition, % at 5.96 µM. 0.5% of 340,000 active; in the data active = inhibition above about 36%;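 also: 0% = enzyme with DMSO and 100% = wells lacking enzyme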
PRMT1 inh – inhibitors of human PRMT1; Q99873; recombinant PRMT1, activity-based probe fluorescence polarization; inhibition, % at 2.79 µM; 1.3% of 370,000 active;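 active = inhibition above about 21% made by adding two undisclosed values, limit read from the data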
MBD2 inh – blocks human MBD2 binding to methylated DNA. TR-FRET, MBD2 binding to methylated oligonucleotide. Q9UBB5. 0.31% of 370,000 active. inhibition, % at 4.4 µM; in the data active = inhibition above about 13%
ABHD4 inh – inhibits mouse alpha/beta hydrolase domain 4. purified mABHD4, FP-Rh probe fluorescence polarization. inhibition, % at 8.92 µM. 0.54% of 370,000 active;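 active = inhibition exceeding the mean over every tested compound plus 3 SD, cut at about 30% in these data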;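 also: 0% = plate median of compound wells and 100% = S159A mutant with DMSO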
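Test system: mABHD4 protein | Buffer or medium: HEPES pH 7.0 buffer, 150 mM NaCl, 0.01% Pluronic F-127 | Probe or stimulus: FP-Rh fluorescent activity-based probe, added after compound pre-incubation | Timing: Pre-incubation 45 min, probe exposure 60 min, at 25 °C | Technique: Fluorescence polarization, excitation 525 nm, emission 598 nm, BODIPY TMR filters | Repeats: Single well per compound (singlicate)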
rCAG RNA binder – r(CAG) repeat RNA binding; TO-PRO-1 dye displacement fluorescence; inhibition, % at 3 µM; 1.3% of 370,000 active; AID 651821;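 active = inhibition above the plate cutoff, the mean of all test compounds on that plate plus 3 SD, cut at about 35% in these data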;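 also: 0% = DMSO alone and 100% = 100 µM mitoxantrone as full dye displacement; higher means more dye released from RNA so lower well fluorescence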
UHRF1 binding – blocks human UHRF1 binding to methylated DNA; Q96T88; UHRF1 binding to methylated oligo, TR-FRET; inhibition, % at 4.4 µM; 0.75% of 370,000 active; AID 687016; in the data active = inhibition above about 21%;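 also: UHRF1 SRA domain binding a hemimethylated CpG hairpin DNA probe; 0% = median of test compound wells and 100% = reference inhibitor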
LEDGF integ inh – blocks HIV-1 LEDGF/p75-dependent DNA integration | TR-FRET IN-LEDGF/p75 DNA integration, Eu/Cy5 | inhibition, % at 3.7 µM | 0.64% of 370,000 active;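 active = inhibition above the screen-wide mean plus 3 SD, cut at about 13% in these data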;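 also: signal is the Cy5 over europium emission ratio at 671 and 618 nm; 0% = plate median of compound wells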
PG9 Ab binder – PG9 antibody binding by small molecule. TR-FRET gp120-PG9 antibody binding. inhibition, % at 6.7 µM. 0.43% of 360,000 active. AID 624416; in the data active = inhibition above about 8.5%
TCR CD3 inh – blocks the human TCR-CD3 interaction | inhibition, % at 9.4 µM | 0.37% of 360,000 active | AID 651800 | TAMRA-labeled TCR probe fluorescence, biochemical; in the data active = inhibition above about 19%;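 also: recombinant mutant TCR 2C K166C tagged with TAMRA read by polarization; 0% = receptor in buffer alone and 100% = receptor with positive control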
Rev-erbA mod – Rev-erb alpha (human) modulation; AID 1259318; activity, % at 10 µM; P20393; 0.79% of 370,000 active; Rev-erbα–FITC-DNA binding, fluorescence polarization, 90 min;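 active = activity above about 14%, limit read from the data; passing the limit was not always enough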;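 also: 0% = DMSO wells with 35 nM protein and 100% = DMSO wells with 750 nM protein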
* = called active by the depositor; & = joins results of further samples.

SMILES	HTRA1 inh	PRMT1 inh	MBD2 inh	ABHD4 inh	rCAG RNA binder	UHRF1 binding	LEDGF integ inh	PG9 Ab binder	TCR CD3 inh	Rev-erbA mod
CC[C@@H]1C(=O)OC[C@@H]1Cc1cncn1C	1&5	-3&-2	-1&3	-2&2	2&3	1&-1	2&0	-0.1&0.2	0&3	2&-1

Bioassay records from PubChem BioAssay.

Some of the compounds tested; count on the stated rates, not on these rows.
